TDP1 cell CPT = DT40-hTDP1 cell growth loss with CPT; chicken DT40 Tdp1-/-;hTDP1 cells + 20 nM CPT, ATP luminescence, 48 h; hit rate 12% among 420,000; Potency, µM (series often up to 46.2 µM), inactives show top-dose activity change, negative = growth inhibition, most hits filed as inhibitors; AID 686979; also: nearly all actives have a fitted effect of over 55% in size
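Chicken DT40 Tdp1-/- cells complemented with human TDP1, 400 cells/well, exposed to compounds plus 20 nM camptothecin for at least 48 h at 37 C; viability read as ATP content by CellTiter-Glo luminescence.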
GCN5L2 inh = blocks human GCN5L2 histone acetyltransferase. GCN5L2 HAT assay, ThioGlo1 CoA-SH fluorescence. Potency, µM (highest dose often 58.9 µM), for the others: at the highest dose activity change, negative = inhibition, most hits filed as inhibitors. Q92830. hit rate 0.21% among 390,000
Target sequence (Q92830 whole entry, looked up): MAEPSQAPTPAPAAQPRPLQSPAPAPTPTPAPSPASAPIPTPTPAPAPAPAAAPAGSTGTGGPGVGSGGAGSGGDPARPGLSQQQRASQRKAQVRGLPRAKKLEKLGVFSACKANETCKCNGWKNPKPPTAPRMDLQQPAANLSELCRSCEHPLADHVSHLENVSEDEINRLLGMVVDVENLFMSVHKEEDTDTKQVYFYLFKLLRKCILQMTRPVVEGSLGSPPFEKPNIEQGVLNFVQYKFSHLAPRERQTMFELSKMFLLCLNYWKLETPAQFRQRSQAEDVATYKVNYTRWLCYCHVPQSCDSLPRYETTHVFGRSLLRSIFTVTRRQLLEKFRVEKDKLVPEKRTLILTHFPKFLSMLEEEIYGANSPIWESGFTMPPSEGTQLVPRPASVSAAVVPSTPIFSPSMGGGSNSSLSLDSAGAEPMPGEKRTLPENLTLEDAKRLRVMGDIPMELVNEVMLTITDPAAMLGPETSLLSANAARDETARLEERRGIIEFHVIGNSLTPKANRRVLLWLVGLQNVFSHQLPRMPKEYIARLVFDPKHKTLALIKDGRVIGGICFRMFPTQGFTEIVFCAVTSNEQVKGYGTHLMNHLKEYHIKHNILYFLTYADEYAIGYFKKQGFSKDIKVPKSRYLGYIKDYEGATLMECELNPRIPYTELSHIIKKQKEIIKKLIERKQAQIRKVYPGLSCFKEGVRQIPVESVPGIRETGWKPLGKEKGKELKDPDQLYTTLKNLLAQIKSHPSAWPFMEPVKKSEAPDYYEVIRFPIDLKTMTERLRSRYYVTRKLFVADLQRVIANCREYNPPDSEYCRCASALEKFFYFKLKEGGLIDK
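Fluorescence readout, Ex340nm/Em540nm: ThioGlo1 (50uM final) reacts with free CoA thiol released as 20nM GCN5L2 acetylates H3(1-25) peptide (75uM) using acetyl-CoA (70uM). Compound and enzyme sat 15 min beforehand; 20 min room-temperature reaction.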
TDP1 cell noCPT = qHTS for Inhibitors of human tyrosyl-DNA phosphodiesterase 1 (TDP1): qHTS in cells in absence of CPT. DT40 Tdp1-/- hTDP1 cells, no CPT, ATP luminescence, 48 h. Potency, µM (top dose mostly 46.2 µM), for the others: at the highest dose activity change, negative = growth inhibition, hits mostly inhibitors. hit rate 15% among 420,000; also: nearly all actives have a fitted effect of over 55% in size
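Growth of hTDP1-complemented DT40 Tdp1-knockout cells is measured by ATP luminescence after at least 48 hr compound exposure at 37 °C, with DMSO substituting for the 20 nM CPT used in the parallel screen.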
Active calls of the source: *; & = joins results of further samples. Calls follow the shape of the dose curve; as a rule, active = well fitted curve in the direction sought with a large enough effect; inconclusive = small, poorly fitted or top-dose-only effect, or another doubt; inactive = no such curve, though single readings can be large; an effect the other way counts as inactive or inconclusive. % is scaled to controls: 0 for no effect and ±100 for the full control effect; potency is read from the fitted curve at half-maximal effect.

Results for CCC(CC)C(=O)Nc1ccccc1SCc1cc(=O)c2cccc(C)c2[nH]1 ?
TDP1 cell CPT: inconclusive; GCN5L2 inh: -16.5%; TDP1 cell noCPT: inconclusive

What do the screens show for `CCC(C)(C(=O)Nc1c(C)cccc1C)N(C)C(=O)c1ccc2ccccc2n1` (stereo not given)?
TDP1 cell CPT: -3.2%; GCN5L2 inh: -0.1%; TDP1 cell noCPT: 21.3%

Results for CCCN(C(=O)c1cc2c(s1)-c1c(C)cccc1OC2)c1ccc(OCC)cc1 ?
TDP1 cell CPT: 5.17µM*; GCN5L2 inh: -3.0%; TDP1 cell noCPT: 5.17µM*

What do the screens show for `CCCCNc1nc2ccccc2[nH]1`?
TDP1 cell CPT: inconclusive; GCN5L2 inh: 3.2%; TDP1 cell noCPT: inconclusive

How did CCc1ccc(NC(=O)CN(C)S(=O)(=O)c2ccc3[nH]c(=O)oc3c2)cc1 do in these assays?
TDP1 cell CPT: -5.5%; GCN5L2 inh: -5.9%; TDP1 cell noCPT: -3.2%

How did COc1cccc(NC(=O)C2CCCN(S(=O)(=O)c3c(C)[nH]c(=O)[nH]c3=O)C2)c1 (stereo not given) do in these assays?
TDP1 cell CPT: -15.5%; GCN5L2 inh: -1.7%; TDP1 cell noCPT: 1.1%

What do the screens show for `O=C(Nc1ccc(S(=O)(=O)N2CCCCC2)cc1)C1CCCN(C(=O)c2ccc(Cl)cc2)C1` (stereo not given)?
TDP1 cell CPT: inconclusive; GCN5L2 inh: -8.3%; TDP1 cell noCPT: 20.6µM*

What do the screens show for `Cn1c(CN2CCCC2)nc2cc(NC(=O)C3CCCCC3)ccc21`?
TDP1 cell CPT: 4.8%; GCN5L2 inh: -4.5%; TDP1 cell noCPT: -10.4%

Results for O=C(CN1CCCCCCC1)N/N=C/c1ccc(F)cc1F ?
TDP1 cell CPT: -17.6%; GCN5L2 inh: -7.0%; TDP1 cell noCPT: -19.9%

What do the screens show for `C=CCn1c(C)cc(C(=O)Cn2c(C(C)O)nc3ccccc32)c1C` (stereo not given)?
TDP1 cell CPT: 20.6µM*; GCN5L2 inh: 13.6%; TDP1 cell noCPT: 9.2µM*

What do the screens show for `CCN(C(=O)CCS(=O)(=O)c1cccc2nsnc12)c1cccc(C)c1`?
TDP1 cell CPT: inconclusive; GCN5L2 inh: -3.5%&0.7%; TDP1 cell noCPT: inconclusive

What do the screens show for `NC(N)=N/N=C/c1ccc2cccc(OCc3ccccc3)c2n1`?
TDP1 cell CPT: 9.2µM*; GCN5L2 inh: -0.4%; TDP1 cell noCPT: 7.31µM*

Results for CCC(=O)N1c2ccccc2-c2nnc(SC)nc2OC1c1ccc(OC)c(OC)c1 (stereo not given) ?
TDP1 cell CPT: -7.4%; GCN5L2 inh: -11.0%; TDP1 cell noCPT: inconclusive

What do the screens show for `O=C(O)Cc1sc(NCCc2ccccc2)nc1-c1ccc(F)cc1`?
TDP1 cell CPT: -4.9%; GCN5L2 inh: -4.3%; TDP1 cell noCPT: -18.5%

Results for Nc1nc(NCCO)nc(NC2CCCCC2)c1[N+](=O)[O-] ?
TDP1 cell CPT: inconclusive; GCN5L2 inh: -8.2%; TDP1 cell noCPT: inconclusive

What do the screens show for `Oc1ccc(N=Nc2n[nH]c(-c3ccc(Cl)cc3)n2)cc1`?
TDP1 cell CPT: inconclusive; GCN5L2 inh: 0.1%; TDP1 cell noCPT: 16.4µM*

Results for O=S(=O)(NCC(c1ccco1)N1CCCCC1)c1ccccc1C(F)(F)F (stereo not given) ?
TDP1 cell CPT: inconclusive; GCN5L2 inh: -4.7%; TDP1 cell noCPT: inconclusive

How did CCOC(=O)c1cn2nc(Oc3ccc(C)cc3)ccc2n1 do in these assays?
TDP1 cell CPT: -16.9%; GCN5L2 inh: -2.0%; TDP1 cell noCPT: inconclusive

How did Cc1ccc(-n2nc3ccc(NC(=O)C(C)C)cc3n2)cc1 do in these assays?
TDP1 cell CPT: -7.8%; GCN5L2 inh: -9.0%; TDP1 cell noCPT: 9.0%

What do the screens show for `COc1ccc2oc(=O)cc(CN3CCN(C(=O)c4ccccc4Br)CC3)c2c1`?
TDP1 cell CPT: inconclusive; GCN5L2 inh: -4.7%; TDP1 cell noCPT: inconclusive

What do the screens show for `O=C(Cn1cc(C(F)(F)F)cc(Cl)c1=O)NCC1COc2ccccc2O1` (stereo not given)?
TDP1 cell CPT: 21.2%; GCN5L2 inh: -3.2%; TDP1 cell noCPT: 8.2%

How did O=C(O)c1ccc(/C=N/Nc2nnnn2-c2ccccc2)cc1 do in these assays?
TDP1 cell CPT: 26.9%; GCN5L2 inh: -1.4%; TDP1 cell noCPT: -2.9%

What do the screens show for `C=COC(=O)CSc1nc(-c2cccs2)ccc1C#N`?
TDP1 cell CPT: -22.0%; GCN5L2 inh: -10.2%; TDP1 cell noCPT: 2.8%

Results for CCOC(=O)N1CCN(C(=O)c2ccc(N(C)S(C)(=O)=O)cc2)CC1 ?
TDP1 cell CPT: -4.6%; GCN5L2 inh: 3.0%; TDP1 cell noCPT: inconclusive

What do the screens show for `O=C(NCCc1ccccc1Cl)c1ccc2c(c1)nc1n2CCOC1`?
TDP1 cell CPT: 12.0%; GCN5L2 inh: 0.8%; TDP1 cell noCPT: -17.6%

How did O=C(Nc1ccccc1C(=O)OCc1cc(=O)n2c3c(sc2n1)CCCC3)c1cccc(Cl)c1 do in these assays?
TDP1 cell CPT: inconclusive; GCN5L2 inh: 27.3%; TDP1 cell noCPT: inconclusive

How did COc1ccccc1NC(=O)C1C2C=CC(C2)C1C(=O)NCc1cccnc1 (stereo not given) do in these assays?
TDP1 cell CPT: 0.7%; GCN5L2 inh: -3.9%; TDP1 cell noCPT: 10.8%

Results for c1ccc2sc(Cc3nnc4n3CCCCC4)nc2c1 ?
TDP1 cell CPT: -1.9%; GCN5L2 inh: -3.3%; TDP1 cell noCPT: -1.5%

What do the screens show for `CC1(c2nnnn2-c2ccc3c(c2)OCCO3)CCC(=O)N1CCc1ccc(O)cc1` (stereo not given)?
TDP1 cell CPT: -26.3%; TDP1 cell noCPT: -28.2%

What do the screens show for `COC(=O)c1cc(NC(=S)Nc2cc(Cl)cc(Cl)c2)cc(C(=O)OC)c1`?
TDP1 cell CPT: 18.4µM*; GCN5L2 inh: 0.3%; TDP1 cell noCPT: inconclusive

How did CCCS(=O)(=O)NC(=O)C1(C)CCCN(C(=O)c2ccc(F)cc2Cl)C1 (stereo not given) do in these assays?
TDP1 cell CPT: -9.6%; TDP1 cell noCPT: -6.5%

What do the screens show for `CCOC(=O)c1ccc(N2C=C(C(=O)OC)C(c3ccc(OC)c(O)c3)C(C(=O)OC)=C2)cc1`?
TDP1 cell CPT: inconclusive; GCN5L2 inh: 13.7%; TDP1 cell noCPT: -13.2%

How did Cc1[nH]c(-c2ccc(F)cc2)cc1C(=O)N1CCN(c2ccccc2F)CC1 do in these assays?
TDP1 cell CPT: inconclusive; GCN5L2 inh: -25.5%; TDP1 cell noCPT: inconclusive

How did Cc1ccc(-c2c(C(=O)NCCc3ccc(Cl)cc3)oc(=O)c3ccccc23)cc1 do in these assays?
TDP1 cell CPT: inconclusive; GCN5L2 inh: -10.8%; TDP1 cell noCPT: inconclusive

How did CCc1nnc2n1N=C(c1ccc(-c3cc(Cl)ccc3Cl)o1)CS2 do in these assays?
TDP1 cell CPT: -25.6%; GCN5L2 inh: -3.8%; TDP1 cell noCPT: inconclusive

Results for CC(C)(CO)NS(=O)(=O)c1ccc2c(c1)C(=O)c1cc(S(=O)(=O)NC(C)(C)CO)ccc1-2 ?
TDP1 cell CPT: -10.2%; GCN5L2 inh: -10.7%; TDP1 cell noCPT: 0.3%

How did O=C(CCN1CCCCCC1)Nc1ccc2c(c1)OCCO2 do in these assays?
TDP1 cell CPT: 5.3%; GCN5L2 inh: -2.8%; TDP1 cell noCPT: -8.5%

What do the screens show for `CCOC(=O)C(=O)N(C)c1c(CC)nc2c(OCc3cc(Cl)cc(Cl)c3)cccn12`?
TDP1 cell CPT: 18.4µM*; TDP1 cell noCPT: 20.6µM*

How did COc1ccc(CC(=O)O/N=C(\N)c2ccc(OC)cc2)cc1 do in these assays?
TDP1 cell CPT: -4.0%; GCN5L2 inh: -23.1%; TDP1 cell noCPT: inconclusive

How did Cc1ccc(NC(=O)Cn2c(=O)cnc3ccccc32)cc1S(=O)(=O)N1CCOCC1 do in these assays?
TDP1 cell CPT: -13.3%; GCN5L2 inh: -4.6%; TDP1 cell noCPT: inconclusive

What do the screens show for `COc1cc(CC(=O)Nc2sc3c(c2C(N)=O)CCCC3)cc(OC)c1OC`?
TDP1 cell CPT: inconclusive; GCN5L2 inh: -3.9%; TDP1 cell noCPT: inconclusive

What do the screens show for `C=CCn1c(SCC(=O)NC(=O)c2cccc([N+](=O)[O-])c2)nnc1-c1ccccc1F`?
TDP1 cell CPT: -18.5%; GCN5L2 inh: 1.8%; TDP1 cell noCPT: -10.9%

Results for CN(Cc1cccs1)CC(O)COCc1ccco1 (stereo not given) ?
TDP1 cell CPT: -1.9%; GCN5L2 inh: -3.5%; TDP1 cell noCPT: -19.1%

What do the screens show for `Cc1cc(C)c(S(=O)(=O)Nc2ccccn2)c(C)c1`?
TDP1 cell CPT: 3.2%; GCN5L2 inh: -6.1%; TDP1 cell noCPT: -19.0%

Results for CCSC1=NN2CCS(=O)(=O)N=C2S1 ?
TDP1 cell CPT: 6.0%; GCN5L2 inh: -1.5%; TDP1 cell noCPT: 0.7%

What do the screens show for `COc1ccc2c(CC(=O)OCC(=O)Nc3cccc(C)c3)coc2c1`?
TDP1 cell CPT: 1.9%; GCN5L2 inh: -16.6%; TDP1 cell noCPT: 24.1%

Results for N#C/C(C(=O)Oc1ccccc1)=C1\C=Cc2ccccc2N1 ?
TDP1 cell CPT: -17.4%; GCN5L2 inh: -26.0%; TDP1 cell noCPT: -5.0%

Results for COc1ccc(Oc2c(Cl)cnn(-c3ccccc3)c2=O)cc1 ?
TDP1 cell CPT: inconclusive; GCN5L2 inh: -4.9%; TDP1 cell noCPT: inconclusive

What do the screens show for `NNS(=O)(=O)c1ccc(Cc2ncc(C(F)(F)F)cc2Cl)s1`?
TDP1 cell CPT: -7.3%; GCN5L2 inh: -5.0%; TDP1 cell noCPT: 5.8%

Results for CCc1c(C)nc2cc(-c3cccc(Br)c3)[nH]n2c1=O ?
TDP1 cell CPT: 4.61µM*; GCN5L2 inh: -12.2%; TDP1 cell noCPT: 1.46µM*

What do the screens show for `O=C(COC(=O)Cc1n[nH]c(=O)c2ccccc12)Nc1ccc(Cl)cc1F`?
TDP1 cell CPT: inconclusive; GCN5L2 inh: -3.2%; TDP1 cell noCPT: -4.0%

What do the screens show for `Cc1ccc(C)c(NC(=O)CN(C)C(=O)c2cccc(S(=O)(=O)N3CCN(Cc4ccccc4)CC3)c2)c1`?
TDP1 cell CPT: 18.4µM*; GCN5L2 inh: -2.9%; TDP1 cell noCPT: 11.6µM*

How did CSc1cccc(NC(=S)N(CCCN2CCCC2)Cc2cccs2)c1 do in these assays?
TDP1 cell CPT: inconclusive; GCN5L2 inh: -0.1%; TDP1 cell noCPT: inconclusive

Compounds as they come; 18% or so of the library scored in one or more.
